B2AR arrestin – qHTS assay of beta-arrestin-biased ligands of beta2-adrenergic receptor; beta-arrestin recruitment to beta2AR, cell-based reporter; actives 0.02% (n = 330,000); Potency, µM (series often up to 46.1 µM), without a hit: at the top dose activation, most hits filed as activators; Beta-2 adrenergic receptor (Homo sapiens), P07550;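 also: potency is read from the fitted curve at half-maximal effect; 0% = DMSO controls and full agonism = EC100 isoproterenol or metaproterenol; nearly all actives have a fitted effect of over 65% in size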
Target sequence (P07550 whole entry, looked up): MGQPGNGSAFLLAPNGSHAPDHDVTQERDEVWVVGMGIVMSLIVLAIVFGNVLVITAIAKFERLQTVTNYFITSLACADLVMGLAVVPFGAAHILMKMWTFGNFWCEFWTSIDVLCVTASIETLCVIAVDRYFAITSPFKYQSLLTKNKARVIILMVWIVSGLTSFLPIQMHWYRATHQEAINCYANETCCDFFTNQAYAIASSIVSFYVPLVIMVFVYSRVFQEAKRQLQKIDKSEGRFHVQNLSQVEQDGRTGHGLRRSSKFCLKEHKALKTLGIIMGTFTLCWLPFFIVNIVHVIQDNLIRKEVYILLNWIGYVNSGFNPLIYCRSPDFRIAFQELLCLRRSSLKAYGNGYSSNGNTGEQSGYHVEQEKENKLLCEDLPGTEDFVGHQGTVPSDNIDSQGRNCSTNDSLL
Chronic BCR inh – qHTS Assay to Find Inhibitors of Chronic Active B-Cell Receptor Signaling; ABC-DLBCL IkBa-CBG/CBR reporter, luminescence ratio, 4 h; Potency, µM (highest dose often 46.1 µM), inactives show at the highest dose ratio change, negative = lower green/red ratio, actives largely listed as inhibitors; actives 0.05% (n = 340,000); active = well fitted inhibition curve with a large enough effect in the signal ratio, with a control signal flat, not every such curve was filed as active; inconclusive = small, poorly fitted or top-dose-only effect, or effect the other way, or a change in a side signal; the % refers to the signal ratio;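 also: potency is read from the fitted curve at half-maximal effect; plate controls were basal doxycycline-induced cells for no effect and cells given 10 µM MG132 for full effect; MG132 reads +100%, hits lower the ratio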
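Compounds up to 46 uM were incubated four hours with TMD8 cells whose green CBG68 luciferase is fused to IkappaBalpha; red CBR luminescence normalised the signal, and concentration-effect curves were fitted to fusion, red and ratio data.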
Eya2 phos inh – qHTS Assay for Inhibitors of the Phosphatase Activity of Eya2. Protein phosphatase EYA2 (Homo sapiens), O00167. recombinant Eya2, OMFP fluorescence dephosphorylation (OMFP is methylfluorescein phosphate). Potency, µM (highest dose often 76.9 µM), inactives show at the top dose activity, negative = inhibition, usual class: inhibitors. actives 0.006% (n = 330,000). AID 488837, 2010; also: potency is read from the fitted curve at half-maximal effect
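Eya2 protein (added as 0.2 uM solution) was preincubated with compound for 10 min at ambient temperature in 50 mM HEPES pH 7.5, 50 mM NaCl, 5 uM MgCl2, 0.05% BSA, 1 mM DTT. OMFP (added at 50 uM) then reacted 10 min; fluorescence read at 485/525 nm.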
FBPA coupling cs – qHTS Assay for Inhibitors of Fructose-1,6-bisphosphate Aldolase from Giardia Lamblia: Coupling assay counterscreen; AID 2472, 2010; actives 0.67% (n = 290,000); activity change, negative = inhibition, % at 58.2 µM, hits read low; coupling enzyme system counterscreen, AmpLite Red fluorescence; in the data active = activity change below about -30%
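Compounds tested against the coupling enzymes alone at 57.5 uM final; readout was AmpLite Red fluorescence (525/598 nm) after 20 min at RT.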
PKM2 activator – qHTS Assay for Activators of Human Muscle isoform 2 Pyruvate Kinase; Pyruvate kinase PKM (Homo sapiens), P14618; purified PKM2, Kinase-Glo ATP luminescence, activation; response scale: 0% is enzyme alone, no compound; Potency, µM (doses to about 57.5 µM), without a hit: at the top dose activation, hits mostly activators; actives 0.34% (n = 260,000); also: potency is read from the fitted curve at half-maximal effect; nearly all actives have a fitted effect of over 55% in size
Target sequence (P14618 whole entry, looked up, canonical isoform): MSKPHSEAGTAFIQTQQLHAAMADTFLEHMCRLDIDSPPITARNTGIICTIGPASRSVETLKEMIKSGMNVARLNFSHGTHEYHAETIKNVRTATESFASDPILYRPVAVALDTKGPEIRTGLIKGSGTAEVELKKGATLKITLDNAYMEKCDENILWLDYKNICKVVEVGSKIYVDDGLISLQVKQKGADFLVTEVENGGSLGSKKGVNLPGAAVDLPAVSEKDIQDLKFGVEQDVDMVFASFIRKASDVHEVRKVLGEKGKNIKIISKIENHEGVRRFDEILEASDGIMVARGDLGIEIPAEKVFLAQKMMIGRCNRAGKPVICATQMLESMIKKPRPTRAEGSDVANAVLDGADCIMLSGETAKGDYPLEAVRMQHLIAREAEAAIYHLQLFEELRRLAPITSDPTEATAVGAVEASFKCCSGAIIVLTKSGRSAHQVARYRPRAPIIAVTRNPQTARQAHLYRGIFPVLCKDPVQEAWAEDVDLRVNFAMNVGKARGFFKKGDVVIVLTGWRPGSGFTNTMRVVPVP
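Kinase-Glo luminescence reports ATP generated from ADP (0.1 mM) and PEP (0.5 mM) by purified hPK-M2 after 1 h at room temperature, pH 7.2 imidazole buffer; intermediate enzyme activity allows detecting inhibitors and activators.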
GALK inhibitor – qHTS Assay for Inhibitors of Human Galactokinase (GALK). P51570. Purified GALK, Kinase-Glo residual ATP luminescence. Potency, µM (titrated, usually from 57.5 µM), without a hit: at the top dose activity change, negative = inhibition, actives largely listed as inhibitors. actives 0.007% (n = 270,000); also: potency is read from the fitted curve at half-maximal effect
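ATP-depletion format; final 35 uM ATP, 100 uM D-galactose, 5 nM enzyme; pH 8.0 HEPES/Mg2+ buffer; 60 min RT; luminescence read 10 min after detection reagent.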
Giardia kill – Small Molecules that selectively kill Giardia lamblia: qHTS; Giardia lamblia trophozoite viability; activity change, % at 7.66 µM, hits read low; actives 0.15% (n = 340,000); AID 540267, 2011; in the data active = activity change below about -80%; inconclusive = between about -30% and that limit;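 also: parasites exposed to compound for two days anaerobically before the ATP read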
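ATP-content bioluminescence gauges trophozoite survival. Cells (100/well) receive compound and incubate anaerobically for 48 hrs at 37 deg C; detection reagent follows for 15-30 min at room temperature.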
uPA surface inh – qHTS for Inhibitors of Cell Surface uPA Generation; cell surface uPA generation assay, qHTS; Potency, µM (highest dose often 38.3 µM), without a hit: at the top dose activity change, negative = inhibition, most hits filed as inhibitors; actives 0.31% (n = 330,000); AID 540303, 2011; active = well fitted inhibition curve with a large enough effect; inconclusive = small, poorly fitted or top-dose-only effect; inactive = no such curve, though single readings can be large or run the other way; tested in mouse RAW 264.7 cells; also: potency is read from the fitted curve at half-maximal effect; nearly all actives have a fitted effect of over 55% in size
USP2a block – qHTS Assay for Inhibitors of Ubiquitin-specific Protease USP2a Using CHOP2 as the Reporter; Ubiquitin carboxyl-terminal hydrolase 2 (Homo sapiens), O75604; USP2 core, Ub-CHOP2 coupled fluorogenic reporter, 485/531; Potency, µM (doses to about 38.3 µM), for the others: at the highest dose activity change, negative = inhibition, actives largely listed as inhibitors; actives 0.01% (n = 330,000);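 also: potency is read from the fitted curve at half-maximal effect; plate controls were DMSO wells for no effect and full inhibition by NEM control for full effect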
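Deubiquitinase activity read as fluorescence (485/531 nm) after Ub-CHOP2 cleavage activates the enterokinase reporter on its substrate; USP2 core 10nM, Ub-CHOP2 and substrate 25nM each, 30min compound preincubation then 60min RT; data normalized to NEM, curves fitted.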
KCNH2 3.1 inh – qHTS for Inhibitors of KCHN2 3.1: Mutant qHTS; Potassium voltage-gated channel subfamily H member 2, brain isoform KCNH2 3.1 (human); U2OS KCNH2 3.1, thallium flux FluxOr; stronger effect = lower value; activity change, % (tested at about 1.8 µM); actives 0.95% (n = 340,000); AID 720553, 2013;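 active = maximum activity change below -70%; inconclusive = maximum activity change from -70% to -50%; inactive = maximum activity change above -50%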;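 also: thallium influx rate constant from kinetic fluorescence after stimulation buffer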
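FluxOr-based Tl+ influx in U2OS cells transduced with KCNH2 3.1 virus; rate constants normalized to DMSO controls.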
KCNH2 WT inh – qHTS for Inhibitors of KCHN2 3.1: Wildtype qHTS | U2OS, BacMam KCNH2, thallium flux FluxOr; stronger effect = lower value | actives 0.37% (n = 340,000) | Voltage-gated inwardly rectifying potassium channel KCNH2 (Homo sapiens), Q12809 | activity change, % at 1.84 µM;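 active = maximum activity change below -70%; inconclusive = maximum activity change between -70% and -50%; inactive = maximum activity change above -50%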
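U2OS cells were transduced with wild-type KCNH2 virus (2.03 x 10^8 / mL) for 4 h at room temperature, then cultured overnight at 37 C. Thallium flux was read with FluxOr dye. Rate constants were normalized to DMSO controls.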
* = called active by the depositor; ? = inconclusive; · = not tested or not shown; & = joins results of further samples; [ ] = another dose, or the depositor's remark. Unless noted, calls follow the shape of the dose curve; as a rule, active = well fitted curve in the direction sought with a large enough effect; inconclusive = small, poorly fitted or top-dose-only effect, or another doubt; inactive = no such curve, though single readings can be large; an effect the other way counts as inactive or inconclusive. Unless noted, % is scaled to controls: 0 for no effect and ±100 for the full control effect.

item | Compound | B2AR arrestin | Chronic BCR inh | Eya2 phos inh | FBPA coupling cs | PKM2 activator | GALK inhibitor | Giardia kill | uPA surface inh | USP2a block | KCNH2 3.1 inh | KCNH2 WT inh
1 | Cc1cccc(NC(=O)CSCC(=O)Nc2cc(Cl)ccc2N2CCOCC2)c1 | -0.2% | ? | -1% | · | · | · | 5 | -18% | -2% | -18 | 8
2 | CCOc1ccc(/C=C/C(=O)OCC(=O)NCCc2ccc(OCC)c(OCC)c2)cc1OC | -1.7% | -2% | 0% | · | · | · | 2 | -6% | -1% | 0 | -33
3 | COCC(C)n1c(C)cc(C(=O)COC(=O)CCc2nc3ccccc3c(=O)[nH]2)c1C (configuration not stated) | 0.2% | 3% | -1% | -1 | -1% | 5% | -1 | -4% | 1% | 19 | -10
4 | CC(=O)c1ccc(-n2nnnc2SCC(=O)NC2CCCCC2)cc1 | 0.4% | ? | -2% | -1 | 0% | 12% | -2 | -7% | 1% | 2 | 3
5 | O=C(NC1CCCCCC1)c1cc(S(=O)(=O)N2CCC3(CC2)OCCO3)ccc1F | -0.3% | -1% | -20% | -1 | 0% | 1% | 8 | · | -1% | -5 | 0
6 | NC(=O)c1nsc(C(=O)N(Cc2ccccc2F)C(C(=O)NCC2CCCO2)c2ccc(F)cc2)c1N (configuration not stated) | -0.5% | 0% | -6% | 2 | -1% | 0% | -20 | 0% | -1% | 3 | -1
7 | Nc1ccccc1C#CC(=O)c1ccccc1 | -1.3% | ? | 0% | -1 | · | · | 14 | ? | 2% | 5 | 3
8 | COc1ccc(OCC(=O)Nc2ccc3c(c2)n(C)c(=O)n3C)cc1 | -1.0% | ? | -7% | -1 | -1% | -1% | 32[activator] | 1% | 1% | -9 | -2
9 | CCOC(=O)c1[nH]c2cc(OC)c(OC)cc2c1NC(=O)c1ccc2c(c1)OCO2 | -0.5% | 0% | -1% | 2 | -2% | -3% | 4 | · | -2% | -14 | -12
10 | CCOC(=O)c1ccc(-c2c(C(=O)OCC)oc3cc(O)c(CC)cc3c2=O)o1 | 0.0% | ? | -23% | -9 | -18% | -3% | -5 | -1% | 2% | 7 | -1
11 | O=C(/C=C/c1ccco1)Nc1sc2c(c1C(=O)O)CCC2 | 0.2% | ? | -15% | -14 | -13% | 1% | -11 | · | 1% | 2 | -2
12 | O=C(NCCNC(=O)c1ccccc1Br)c1cccnc1 | 0.0% | 1% | 5% | 3 | 2% | 5% | -26 | 0% | 2% | · | 5
13 | Cc1cc(C)c2nc(SCC(=O)Nc3ccc(S(=O)(=O)N4CCCC4)cc3)c(C)cc2c1 | -0.1% | ? | -3% | 0 | -3% | -2% | -12 | -1% | 1% | -1 | 4
14 | O=C(Nc1nnc(-c2ccccc2F)s1)Nc1ccccc1F | 0.7% | ? | 3% | 2 | -20% | -2% | 11 | 3% | 1% | · | 14
15 | Cc1ccccc1NC(=O)c1ccc(C)c(S(=O)(=O)NCc2cccnc2)c1 | 0.0% | -9% | -12% | · | 7% | 8% | -24 | -6% | -9% | 12 | -1
16 | COc1cc(NC(=O)c2ccccc2-c2ccccc2)cc(OC)c1 | -1.8% | 5% | -12% | 0 | 5% | · | 1 | 4% | -3% | 10 | 6
17 | CC(=O)NCCN1C(=O)C2C3c4ccccc4C(c4ccccc43)C2C1=O (configuration not stated) | -0.1% | 20% | -8% | 2 | 6% | 0% | -11 | 0% | -2% | -9 | -10
18 | O=C(OCC(=O)N1CCN(C(=O)c2ccco2)CC1)c1ccc(Cl)nc1 | 0.0% | 0% | -21% | · | · | · | 7 | -2% | 4% | 25 | 4
19 | C[C@@H]1NC(=O)/C(=C\c2ccccc2Cl)NC1=O | -0.5% | 1% | -18% | 0 | 6% | 0% | -10 | 3% | 12% | 24 | 5
20 | CCOC(=O)C1CCCN(Cc2cc(=O)oc3cc(C)ccc23)C1 (configuration not stated) | 0.0% | ? | -2% | 1 | 3% | 5% | -12 | 5% | -1% | -2 | 2
21 | Cc1cccc(C(=O)Nc2cc(=O)n(C)c(=O)n2C)c1 | 0.1% | 1% | 2% | -2 | -1% | -1% | -6 | 33%[activator] | 2% | 12 | -11
22 | O=C(C1CCC(=O)N(C2CCCC2)C1)N1CCN(c2ccccc2Cl)CC1 (configuration not stated) | 0.4% | -3% | -4% | 1 | 3% | 8% | 21 | -14% | 5% | 5 | -6
23 | CCOC(=O)c1c(-c2cccs2)csc1NC(=O)CNCCN1CCOCC1 | -0.6% | -1% | 1% | -11 | 6% | -4% | · | · | -15% | · | ·
24 | Cc1cc(C(=O)Nc2cc(C(C)(C)C)on2)c(C)o1 | -1.0% | ? | 15% | -4 | -16% | · | 3 | ? | 0% | -4 | 1
25 | Cc1sc(C(C2C(=O)CC(C)(C)CC2=O)C2C(=O)CC(C)(C)CC2=O)cc1[N+](=O)[O-] | -0.8% | ? | 10% | 1 | 18µM* | -2% | 8 | -3% | 0% | 21 | ·
26 | O=C(NCc1nc2ccccc2[nH]1)C1=C[C@@H](c2ccc(Br)cc2)C[C@@H](OCc2ccc(CO)cc2)O1 | -0.8% | ? | 4% | -5 | 2% | 3% | 17 | ? | 0% | -97* | 10
27 | O=C(Nc1ccn(Cc2ccccc2)n1)c1cccc(F)c1 | 0.4% | ? | 2% | 3 | 5% | 2% | -26 | -11% | 1% | · | 11
28 | CCCCc1c(C)nc2ccc(Br)cc2c1SCCC#N | -0.1% | 13% | 6% | 3 | 0% | -1% | · | · | 0% | · | ·
29 | COc1cc2ccccc2cc1-c1nnc(COc2ccccc2)o1 | 0.0% | ? | 1% | -1 | 3% | 0% | -14 | 23% | 3% | 4 | 0
30 | O=C(O)c1cc(-c2cc3ccccc3o2)nn1-c1ccccc1 | -0.1% | 5% | 18% | 6 | 0% | 5% | 15 | 9% | 4% | 11 | -5
31 | CN1CCCN(C(=O)/C=C/c2ccc(Cl)cc2Cl)CC1 | 0.1% | 12% | -11% | -1 | -5% | 10% | 16 | 1% | 0% | -14 | 43
32 | CCN(Cc1ccccc1)S(=O)(=O)c1csc(C(N)=O)c1 | 0.1% | 4% | 1% | · | · | -3% | 0 | 16% | 0% | -16 | 3
33 | COc1ccccc1Nc1nc(N)nc(CSc2nnc(C)s2)n1 | · | · | · | 0 | 11% | 0% | 3 | -2% | · | 4 | 4
34 | CN(Cc1ccccc1)S(=O)(=O)c1ccc(Cl)c(C(=O)OCC(=O)NC2CCS(=O)(=O)C2)c1 (configuration not stated) | -3.0% | -1% | -2% | · | · | · | 11 | 1% | 2% | 15 | -5
35 | CCOC(=O)C1=CC[C@@H](c2ccco2)N(S(=O)(=O)c2ccc(C)cc2)[C@H]1C(=O)OCC | 0.1% | 0% | -13% | · | · | · | -10 | -19% | -1% | 34 | 2
36 | CCC1=C(OC(=O)N(CC)CC)N2C(=O)OC(=NCCOC)[C@]2(Cc2ccccc2)[C@H]2C1=CC[C@H]1C(=O)N(CC(=O)OC)C(=O)[C@H]12 | -0.6% | 4% | 3% | 1&1 | -1%&-2% | 4% | 10 | -8% | -4% | · | ·

Entries shown so far containing bromine (3):
item | Compound | B2AR arrestin | Chronic BCR inh | Eya2 phos inh | FBPA coupling cs | PKM2 activator | GALK inhibitor | Giardia kill | uPA surface inh | USP2a block | KCNH2 3.1 inh | KCNH2 WT inh
12 | O=C(NCCNC(=O)c1ccccc1Br)c1cccnc1 | 0.0% | 1% | 5% | 3 | 2% | 5% | -26 | 0% | 2% | · | 5
26 | O=C(NCc1nc2ccccc2[nH]1)C1=C[C@@H](c2ccc(Br)cc2)C[C@@H](OCc2ccc(CO)cc2)O1 | -0.8% | ? | 4% | -5 | 2% | 3% | 17 | ? | 0% | -97* | 10
28 | CCCCc1c(C)nc2ccc(Br)cc2c1SCCC#N | -0.1% | 13% | 6% | 3 | 0% | -1% | · | · | 0% | · | ·

Single values from the results shown.
cpd 36 @ USP2a block = -4%
cpd 35 @ Giardia kill = -10
cpd 34 @ Giardia kill = 11
cpd 33 @ KCNH2 WT inh = 4
